High-throughput results deposited in PubChem by Broad Institute.
ERAP1 HTS inh: human ERAP1 aminopeptidase inhibitors, primary screen, biochemical, single point, plate reader | recombinant ERAP1, Leu-AMC fluorescence, 60 min | inhibition, % at 10.7 µM | hit rate 0.15% among 340,000 | AID 652197, 2013;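 active = mean replicate inhibition of at least 30%, or all replicates individually reaching that 30% level; inactive = mean below 30% and not every replicate reaching it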;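 note: 0% = neutral control wells and 100% = L-leucinethiol positive control wells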
S100A4 inh HTS: inhibitors of S100A4-myosin IIA peptide binding, primary screen, biochemical, fluorescence polarization, TAMRA-MyoIIA peptide; hit rate 0.14% among 360,000; AID 652163, 2013; inhibition, % at 10.7 µM; Protein S100-A4 (Homo sapiens), P26447;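 active = mean inhibition of at least 70% across replicates, with every replicate also reaching that level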
Target sequence (P26447 whole entry, looked up): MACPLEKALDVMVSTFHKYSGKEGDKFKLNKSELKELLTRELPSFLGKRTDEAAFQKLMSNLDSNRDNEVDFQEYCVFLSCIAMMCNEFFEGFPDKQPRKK
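Test system – S100A4 monomer (human) · Compound – single-point compound testing · Schedule – 5 min incubation before reading · Probe or stimulus – TAMRA-labelled myosin IIA heavy-chain peptide probe, 5 nM · Benchmarks – neutral control DMSO, positive control TFP · Medium – Calcium-containing HEPES buffer, pH 7.2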
Statin myotox sup: suppressors of statin myotoxicity in C2C12 myotubes, primary screen, cell-based, single point, plate reader; hit rate 0.78% among 330,000; rescue of ATP level, % at 7.49 µM; C2C12 myotubes + simvastatin, ATP luminescence, 48 h; scaled: DMSO 0, geranylgeraniol control 100;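 active = mean ATP rescue above about 67%, or every replicate alone reaching that limit, limit read from the data, passing the limit was not always enough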;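 note: myotubes were challenged with 10 µM simvastatin during compound exposure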
Cneo AK release: Cryptococcus neoformans cell lysis inducers, primary screen, AK release luminescence, single concentration; lysis activity, % at 15 µM; hit rate 0.2% among 360,000; AID 651654, 2012; C. neoformans lysis, adenylate kinase release luminescence, 4 h; normalised: neutral wells 0, clomiphene wells 100;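 active = mean lysis activity across replicates of at least 80%, whatever share of replicates individually reach that level; inactive = mean lysis activity below 80%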
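Assay system: C. neoformans cells. Amount: yeast cell density of 5 × 10^6 cells/mL. Technique: AK luminescence. Buffer or medium: YPD. Times: static 4 h at 37 °C with compound, 1 h detection. Dosing: single-point compound dose. Read-out: lysis from increased AK signal.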
SIRT5 block: SIRT5 desuccinylase inhibitors, primary screen, biochemical, fluorescence imaging, single point, set 5 | NAD-dependent protein deacylase sirtuin-5, mitochondrial (Homo sapiens), Q9NXA8 | Purified SirT5, succinyl-peptide AMC, trypsin-coupled fluorescence | inhibition, % at 15 µM | hit rate 1.1% among 330,000; in the data active = inhibition above about 15%
Target sequence (Q9NXA8 whole entry, looked up): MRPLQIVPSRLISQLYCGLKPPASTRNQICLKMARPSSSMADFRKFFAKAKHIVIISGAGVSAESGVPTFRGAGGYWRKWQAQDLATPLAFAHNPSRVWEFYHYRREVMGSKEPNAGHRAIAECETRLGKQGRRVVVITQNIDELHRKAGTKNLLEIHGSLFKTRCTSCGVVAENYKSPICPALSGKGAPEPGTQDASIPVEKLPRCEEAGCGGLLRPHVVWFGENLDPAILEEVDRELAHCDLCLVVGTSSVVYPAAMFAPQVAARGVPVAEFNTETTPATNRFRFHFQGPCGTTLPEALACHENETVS
XiGFP reactiv: activators of inactive X chromosome reactivation, primary screen, imaging, XiGFP fibroblasts, GFP high-content imaging, set 2; AID 743238, 2013; hit rate 0.055% among 360,000; activation, % at 7.58 µM; XiGFP mouse fibroblasts, % GFP-positive cells imaging, 3 d; cells co-treated with 5-aza-dC sensitizer; scaled so ellipticine positive control = 100%;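 active = mean normalized replicate activation at least 10% and every replicate at or above 10%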;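 note: 0% = median of on-plate neutral control wells and 100% = ellipticine 6 µM median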
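material = 68-5-11 XiGFP fibroblast line | medium = DMEM plus 5-aza-dC sensitizer | schedule = 3 days compound exposure | benchmarks = positive control ellipticine, 6 µM final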
LGR2 antag: inhibitors of bursicon-induced LGR2 CRE-luciferase signal, primary screen, cell-based, HEK293, CRE-luciferase reporter, bursicon stimulation | Drosophila bursicon receptor LGR2 (rickets) | bursicon-stimulated, 4 h | inhibition, % at 9.99 µM | hit rate 0.35% among 380,000 | AID 720647, 2013;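 active = drop in luminescence signal, shown as inhibition above about 50% in the replicate tests, limit read from the data, passing the limit was not always enough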;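 note: agonist challenge used bursicon conditioned medium at about half maximal strength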
PGC1a acetyl inh: inhibitors of PGC1a acetylation signal, primary screen, cell-based, U2OS, AlphaScreen, inhibitor mode; AID 651687, 2012; hit rate 0.17% among 350,000; AlphaScreen anti-acetyl-lysine; with virally co-expressed GCN5 acetyltransferase; inhibition, % at 15.6 µM;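 active = every replicate shows inhibition of at least 40%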;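 note: 0% = neutral control wells and 100% = positive control wells; some results beyond the cut were filed as inactive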
Starred values were filed as active, the others as inactive; · = not tested or not shown; & = joins results of further samples.

SMILES | ERAP1 HTS inh | S100A4 inh HTS | Statin myotox sup | Cneo AK release | SIRT5 block | XiGFP reactiv | LGR2 antag | PGC1a acetyl inh
O=c1c2ccccc2nc(SCCN2CCOCC2)n1CCc1ccccc1 | -1 | 6 | · | · | 0 | 0.0 | -7 | -20
CC/C(O)=C(\C#N)c1nnc2n1CCCCC2 | · | · | 87* | 0 | · | · | -2 | -77
COCCNC(=O)C[C@H]1CC[C@H]2[C@H](COc3ccc(NC(=O)c4cc(C)on4)cc3C(=O)N2C)O1 | 0 | -3 | -26 | -1 | 0 | 0.3 | -25 | -1
O=C1CCN(Cc2ccccc2)C(=S)N1 | -1 | 2 | 4 | -1 | · | 0.3 | 14 | 6
CN(C)c1cccc(CNC(=O)c2ccc3nc([C@H]4C[C@H](O)[C@@H](CO)O4)[nH]c3c2)c1 | -4 | -1 | 4 | 0 | · | 0.0 | -1 | ·
Cc1ccc2c(c1)c(-c1ccccc1)nc1nncn12 | · | -8 | -3 | -4 | · | 0.2 | -40 | -2
O=C(Nc1ccc(O)c2c(=O)cc(-c3ccccc3Cl)oc12)c1ccc(F)cc1 | 1 | 6 | -43 | 1 | · | 0.0 | 13 | 6
O=C(c1cc(F)ccc1F)C1CCCN(C(=O)CSc2ccccn2)C1 (stereo not drawn) | 9 | 7 | · | · | -3 | 0.0 | -5 | ·
CCOC(=O)c1sc(NC(=O)Cc2ccc(F)cc2)nc1C | 2 | -3 | · | · | 0 | 0.1 | -11 | ·
COc1ccc2oc(C(=O)Nc3nc4ccc(S(C)(=O)=O)cc4s3)c(C)c2c1 | -1 | -3 | -20 | 1 | -2 | 0.0 | -6 | ·
COc1ccc(S(=O)(=O)Nc2ccc3c(c2)C(=O)N([C@@H](C)CO)C[C@H](C)[C@H](CN(C)C(=O)Cc2ccccc2)OCCCC[C@@H](C)O3)cc1 | -1 | 13 | · | 1 | 7 | -0.7 | 9 | -5
COCCNC(=S)N1CCc2cc(OC)c(OC)cc2C1COc1cc(C)cc(C)c1 (stereo not drawn) | -2 | 7 | · | · | 8 | 0.3 | 1 | ·
CC(=O)N1CCN(S(=O)(=O)c2ccc(F)c(Cl)c2)CC1 | 2 | 3 | 15 | 9 | -3 | 0.4 | -9 | 0
CCCCn1c(N)c(N(Cc2ccccc2OC)C(=O)C(C)Oc2cccc(Cl)c2)c(=O)[nH]c1=O (stereo not drawn) | -1 | 5 | 4 | 0 | · | 0.1 | 4 | 0
CCNC(=O)C[C@H]1CC[C@H]2[C@@H](COC[C@@H](O)CN2C(=O)C2CC2)O1 | 4 | 5 | 3 | 1 | -6 | 0.1 | 0 | 2
COc1ccc(C2Nc3ccccc3C(=O)N2NS(C)(=O)=O)c(OC)c1 (stereo not drawn) | -8 | -6 | 14 | 7 | 15* | 0.0 | 2 | ·
O=C(Cc1cccc(NC(=O)C2CCCN(C(=O)C3CCCCC3)C2)c1)Nc1cccc(C(=O)N2CCCC2)c1 (stereo not drawn) | 1 | 5 | 1 | 4 | -1 | 0.1 | 11 | -7
COCCOc1ccc(C(F)(F)F)cc1NC(=O)CN1C(=O)NC2(CCc3ccccc32)C1=O (stereo not drawn) | -6 | -3 | -33 | 5 | -2 | 0.2 | 4 | ·
CCOC(=O)c1c(-c2ccccc2)oc2ccc(OC(C)=O)cc12 | -8 | 3 | 4 | -2 | 0 | · | 3 | 1
COC(=O)c1c(NC(=O)Cc2cccs2)sc(C)c1C | 2 | 2 | 9 | -2 | -1 | · | -20 | -13
COc1ccc(-c2csc(-c3cccnc3)n2)cc1C | -3 | -5 | -8 | -10 | 2 | 0.3 | -62 | 5
COCC(=O)Nc1ccc2c(c1)OC[C@H](C)N(C(=O)c1ccncc1)C[C@@H](C)[C@H](OC)CN(C)C2=O | -4 | -14 | -1 | -1 | 0 | -0.1 | 9 | 13
O=C(c1ccccc1F)c1cc2c(cc1[N+](=O)[O-])OCCO2 | -2 | -11 | · | -9 | -2 | 0.1 | 5 | ·
C[C@H]1CN([C@@H](C)CO)C(=O)c2cccc(NS(=O)(=O)c3ccccc3)c2O[C@@H]1CN(C)C(=O)Nc1ccc(F)cc1 | -1 | 4 | 10 | -4 | -2 | 1.9 | 6 | 6
Cc1ccc(-c2nc(C(=O)NC3CCCCCC3)no2)cc1 | 4 | 6 | 7 | 2 | -2 | 0.2 | -27 | ·
COc1ccc([N+](=O)[O-])cc1NCC(=O)c1ccc(C)cc1 | -1 | -1 | 13 | 0 | -22 | 0.1 | -19 | -7
O=C(COC(=O)Cc1ccccc1F)Nc1ccccc1[N+](=O)[O-] | -4 | -2 | 0 | 0 | 3 | 0.5 | -15 | 0
CSc1nncc(/C(C)=N\Nc2ccccc2C)n1 | · | · | 3 | 0 | · | · | -11 | -9
CCN1CCN(Cc2ccc(NC(=O)c3cc(NC(=O)c4cc(C)on4)cc(OC)c3)cc2C(F)(F)F)CC1 | -2 | 13 | -20&-185 | 3&3 | -2 | 0.0 | -2 | 0&-3
CCN(CC)CCCNc1ncnc2ccccc12 | 3 | -4 | 2 | 2 | -2 | 0.0 | -2 | -5
COc1ccccc1NC(=S)NCCC(c1ccccc1)c1ccccc1 | -1 | -1 | · | · | 0 | 0.0 | 0 | ·
O=C(COc1ccc(Cl)cc1)NCc1nnc2c3ccccc3c(-c3ccccc3)nn12 | · | · | 19 | · | · | 0.0 | -7 | 5
Cc1ccc(C)c(N2CCN(S(=O)(=O)c3cc4c(cc3C)NC(=O)CO4)CC2)c1 | 5 | 0 | 14 | 0 | -3 | 0.1 | 18 | 0
O=C(NCCCN1CCOCC1)C(=O)NCC1OCCN1S(=O)(=O)c1cc(F)ccc1F (stereo not drawn) | -1 | 2 | -5 | 1 | 6 | 1.0 | 3 | ·
COc1ccc(S(=O)(=O)N2CCOCC2)cc1NC(=O)COC(=O)C1=COCCO1 | · | 8 | 8 | · | 1 | -0.2 | 2 | 2
CCOc1ccc(CCNC(=O)c2nnc(Cc3ccc(F)cc3)o2)cc1OCC | 5 | 7 | -3 | 0 | 6 | 0.1 | -5 | -6
CO[C@H](CN(C)Cc1cc(F)ccc1F)[C@H](C)CN([C@H](C)CO)S(=O)(=O)c1ccc(C)cc1 | -2 | 17 | 3 | 3 | 0 | 0.0 | -3 | -5
Cc1ccc(S(=O)(=O)N2[C@@H](c3ccccc3)C(C(=O)O)=CC[C@H]2c2cccc(Cl)c2)cc1 | 5 | -6 | 1 | -3 | · | 0.0 | 1 | -1
CN1Cc2c(N3CCOCC3)nc3sc(C(=O)c4ccc(Br)cc4)c(N)c3c2CC1(C)C | 2 | -1 | · | -6 | · | 0.5 | · | -83
C[C@@H]1CN([C@H](C)CO)C(=O)c2cccc(NS(=O)(=O)c3ccccc3)c2O[C@H]1CN(C)C(=O)Nc1ccc2c(c1)OCO2 | -1 | 3 | 5 | 3 | 7 | -0.5 | -1 | 4
COc1ccccc1-n1c(SCC(=O)Nc2cccc(C(=O)O)c2)nnc1-c1ccccc1C | -1 | 3 | 4 | 1 | -1 | 0.0 | 0 | 17
CCOC(=O)c1oc2ccccc2c1NC(=O)c1ccccc1OC | 0 | -4 | -19 | · | 10 | · | · | 1
COc1cccc(CNC2CCCCCCC2)c1OC | -3 | 2 | -1 | -5 | -1 | 0.1 | -12 | 14
C[C@@H]1CN([C@H](C)CO)C(=O)c2cccc(NC(=O)c3ccncc3)c2O[C@H]1CN(C)C(=O)Nc1ccc(F)cc1 | 0 | -2 | 30 | -1 | 5 | 0.0 | 6 | -4
CCCNC(=O)N1[C@H](CNC(=O)c2ccccc2)[C@@H](c2ccccc2)[C@@H]1CO | 1 | 7 | 11 | 0 | -1 | 0.0 | -2 | 2

Structures listed above printed as active in SIRT5 block:
structure	ERAP1 HTS inh	S100A4 inh HTS	SIRT5 block	LGR2 antag	PGC1a acetyl inh
COc1ccc(C2Nc3ccccc3C(=O)N2NS(C)(=O)=O)c(OC)c1 (stereo not drawn)	-8	-6	15*	2	·

The listing picks up, repeating the three entries before the break.
SMILES | ERAP1 HTS inh | S100A4 inh HTS | Statin myotox sup | Cneo AK release | SIRT5 block | XiGFP reactiv | LGR2 antag | PGC1a acetyl inh
COc1cccc(CNC2CCCCCCC2)c1OC | -3 | 2 | -1 | -5 | -1 | 0.1 | -12 | 14
C[C@@H]1CN([C@H](C)CO)C(=O)c2cccc(NC(=O)c3ccncc3)c2O[C@H]1CN(C)C(=O)Nc1ccc(F)cc1 | 0 | -2 | 30 | -1 | 5 | 0.0 | 6 | -4
CCCNC(=O)N1[C@H](CNC(=O)c2ccccc2)[C@@H](c2ccccc2)[C@@H]1CO | 1 | 7 | 11 | 0 | -1 | 0.0 | -2 | 2
O=C1CCCCC(=O)[C@H](OC(=O)c2ccccc2)C[C@H](c2ccccc2)O1 | 0 | -5 | · | · | 4 | -0.1 | 9 | ·
O=C(NCCC(=O)N(CCc1ccccc1)Cc1ccccc1)c1ccccc1Cl | 1 | -8 | 0 | 4 | -1 | 0.1 | -17 | -10
COc1cc(/C=C2\SC(=S)N(CCCCC(=O)O)C2=O)ccc1OS(=O)(=O)c1ccc(C)cc1 | 3 | -1 | -8 | -2 | 8 | -0.1 | 11 | -6
COc1ccc(/C=c2\sc3nc(=O)c(C)nn3c2=O)c(OC)c1 | 5 | 6 | · | · | -4 | 0.7 | -10 | ·
CCOC(=O)C1CCCN(C2CCN(Cc3nc(Cc4ccccc4)no3)CC2)C1 (stereo not drawn) | -2 | -6 | · | · | -1 | 0.0 | -13 | ·
COc1ccc(CNC(=O)C2Cc3c(-c4ccccc4Oc4ccccc4)ccnc3O2)cc1OC (stereo not drawn) | -1 | -1 | 24 | 0 | · | -0.1 | 5 | ·
Cc1cc(/C=N/NC(=O)c2ccoc2C)cc(C)c1O | -3 | 0 | -9 | 4 | · | -0.1 | -124 | 8
Cc1noc(C)c1S(=O)(=O)Nc1ccc2c(c1)C(=O)N([C@H](C)CO)C[C@H](C)[C@@H](CN(C)C)O2 | 0 | -10 | 0 | -4 | -3 | -0.4 | 3 | -2
Cc1ccnc(NS(=O)(=O)c2ccc(NS(C)(=O)=O)cc2)n1 | 0 | -2 | · | -1 | -2 | 0.0 | -4 | 2
CC1CC(=O)NC(=O)N1Cc1ccccc1 (stereo not drawn) | 1 | -3 | 6 | 5 | · | 0.3 | 9 | -3
c1csc(-c2cc(N3CCCCC3)c3ccccc3n2)c1 | -2 | 1 | 6 | 18 | -5 | 0.2 | -1 | -45
COc1ccc(C(CNS(=O)(=O)c2cccc(F)c2)N2CCCC2)cc1 (stereo not drawn) | 4 | -5 | -2 | 1 | -3 | 0.4 | -12 | -4
CC(C)CN1CCNC(=O)C1CC(=O)N(C)CC1CCOCC1 (stereo not drawn) | -5 | -2 | 0 | -1 | -2 | -0.3 | 6 | -6

This is a subset, so the mix of outcomes need not match the whole.
